MrgX1 agonist – human MrgX1 receptor agonism, primary screen | Q96LB2 | MrgX1-HEK293 cells, Fluo-4 calcium fluorescence, agonist mode; active compounds read high | B-score at 10 µM | 310,000 tested, 0.44% active;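 active = calcium response B-score plate-corrected fluorescence ratio at least 3 library SD, with starting fluorescence B-score inside 5 SD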
Target sequence (Q96LB2 whole entry, looked up): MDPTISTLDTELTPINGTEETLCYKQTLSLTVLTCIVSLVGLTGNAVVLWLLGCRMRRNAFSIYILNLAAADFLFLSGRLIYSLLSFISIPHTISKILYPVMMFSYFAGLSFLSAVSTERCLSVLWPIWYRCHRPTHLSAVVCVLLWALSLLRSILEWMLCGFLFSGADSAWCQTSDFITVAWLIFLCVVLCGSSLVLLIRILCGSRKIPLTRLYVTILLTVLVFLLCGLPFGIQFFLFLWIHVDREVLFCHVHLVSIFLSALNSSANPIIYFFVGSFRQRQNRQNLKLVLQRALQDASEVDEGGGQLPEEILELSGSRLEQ
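Assay system: stable human MrgX1 HEK293 cell line. Quantity: 15,000 cells per well. Schedule: cells plated overnight, dye loaded 0.5 h 37 °C, 0.5 h room temperature. Detection: Fluo-4 NW calcium-flux fluorescence, kinetic read. Read-out basis: peak-minus-minimum fluorescence over baseline, converted to B scores. Control set: positive and negative control wells on each plate.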
TRPC4 PAM – TRPC4 (mouse) allosteric potentiation; HEK293 TRPC4beta/mu-opioid, DAMGO EC20, Fluo-4 Ca2+ flux; active compounds read high; B-score at 10 µM; 310,000 tested, 0.42% active; AID 2227;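 active = B-score of calcium response area above 5 SD of library B-scores, with initial fluorescence ratio within 5 SD of library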;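 note: B-score of integrated fluorescence ratio over time as area under calcium response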
TRPC4 inh – TRPC4 (mouse) channel inhibition | AID 2247 | 300,000 tested, 0.39% active | B-score at 10 µM | Q9QUQ5 | HEK293 TRPC4beta/mu-opioid, DAMGO-evoked Fluo4 calcium flux; active compounds read low;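 active = B-score over 3 SD under the library average, no early fluorescence shift, positive overall ratio signal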
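material = TRPC4beta/mu-opioid receptor HEK293 cell line | probe or stimulus = sequential submaximal and maximal DAMGO stimulation | compound dosing = one concentration per compound | measured by = Fluo4 Ca2+ flux fluorescence | evaluation = integrated fluorescence ratio relative to baseline, converted to per-well B score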
MrgX1 PAM – allosterically activates human MrgX1 receptor signaling; Q96LB2; MrgX1-HEK293, Fluo-4 calcium flux, FDSS; active compounds read high; B-score at 10 µM; 310,000 tested, 0.63% active;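 active = plate-corrected calcium response at least 3 library SD above typical, normal starting fluorescence, not activating the receptor alone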;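 note: compound read alongside a low EC10 to EC30 dose of BAM8-22 agonist; peak minus trough fluorescence over baseline measured at the second addition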
TMEM16A act – mouse TMEM16A channel activation, primary screen; Q8BHY3; HEK293 TMEM16A/YFP-H148Q/I152L, iodide quench fluorescence; active compounds read low; B-score at 10 µM; 340,000 tested, 0.3% active;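 active = fluorescence-ratio B-score plate-corrected deviation score at least 3 library SD below zero, with starting fluorescence score within 5 deviations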;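 note: channel opened by trigger with iodide after compound preincubation; score built on the fluorescence ratio of max minus min over baseline; more negative score means more quench and so TMEM16A activation or potentiation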
TRPC4 act – TRPC4 (mouse) channel activation; Q9QUQ5; HEK293 TRPC4beta/mu-opioid, Fluo4 calcium fluorescence; active compounds read high; B-score at 10 µM; 310,000 tested, 0.49% active; AID 2237;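 active = B-score above 5 SD of library B-scores, and initial fluorescence ratio not above library mean plus 5 SD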;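 note: positive B-score marks a calcium rise read as TRPC4 activation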
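Assay system: HEK293 stable line with TRPC4beta plus mu-opioid receptor; schedule: 45 min room-temperature Fluo4 loading, 110 s read; technique: kinetic Fluo4 calcium fluorescence; evaluation: integrated baseline-normalised fluorescence ratio, converted to per-well B score; controls: buffer (low) and maximal DAMGO (high)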
MrgX1 antag – human MrgX1 receptor antagonism, primary screen; MRGX1-HEK293 calcium flux, Fluo-4, BAM8-22 antagonism; active compounds read low; 310,000 tested, 1.3% active; B-score at 10 µM;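 active = calcium-response B-score plate-corrected more than 3 library SD below zero, starting fluorescence within 5 deviations, no agonist response on first addition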;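 note: peak minus trough fluorescence over baseline after final BAM8-22 challenge near maximal dose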
RGS4 inh – human RGS4 inhibition | HEK293 M3R/RGS4 inducible, Fluo-4 calcium flux; active compounds read high; triggered by carbachol at its EC20 | B-score at 10 µM | 310,000 tested, 0.45% active;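 active = B-score, a plate-corrected calcium signal, over three deviations above library mean, with baseline fluorescence within five deviations of library mean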;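 note: RGS4 expression induced by doxycycline in cells with stable M3 receptor; B-score is computed from the integrated fluorescence ratio over baseline after carbachol; higher B-score means a larger calcium signal and so more RGS4 inhibition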
Target sequence (P49798 whole entry, looked up): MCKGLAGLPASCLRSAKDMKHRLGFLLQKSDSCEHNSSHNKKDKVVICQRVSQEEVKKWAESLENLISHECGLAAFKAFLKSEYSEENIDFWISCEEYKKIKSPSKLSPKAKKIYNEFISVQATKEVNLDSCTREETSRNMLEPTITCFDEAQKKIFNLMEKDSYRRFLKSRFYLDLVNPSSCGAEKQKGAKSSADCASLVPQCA
TRPC6 inh – blocks the mouse TRPC6 cation channel | Q61143 | HEK293-TRPC6, membrane potential dye, ACh-evoked depolarization; active compounds read low | B-score at 10 µM | 310,000 tested, 1.1% active | AID 2553;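 active = B-score under library mean minus 3 SD, initial fluorescence not abnormally high, positive integrated signal ratio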;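 note: B-score derived from integrated fluorescence ratio over the kinetic read; more negative B-score means stronger inhibition of depolarization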
TRPC6 activator – activates the mouse TRPC6 cation channel; Q61143; HEK293-TRPC6 membrane potential dye fluorescence; active compounds read high; B-score at 10 µM; 310,000 tested, 0.13% active;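 active = B-score of the integrated fluorescence ratio above library mean plus 3 SD, and starting fluorescence ratio within library mean plus 5 SD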;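 note: higher score means more depolarization so channel activation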
TMEM16A inh – inhibitors of mouse TMEM16A calcium-activated chloride channel; HEK293 TMEM16A/YFP iodide influx fluorescence, ionomycin; normalized B-score (activity score, 25-100; higher = stronger inhibition) at 10 µM; 310,000 tested, 1.2% active;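 active = ratio plate-corrected score three or more library SD toward inhibition, starting fluorescence score within five deviations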;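 note: score derived from kinetic fluorescence span divided by baseline fluorescence per well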
* marks the source's active call; other numbers are inactive results; i = inactive; nt = not tested or not shown.

SMILES	MrgX1 agonist	TRPC4 PAM	TRPC4 inh	MrgX1 PAM	TMEM16A act	TRPC4 act	MrgX1 antag	RGS4 inh	TRPC6 inh	TRPC6 activator	TMEM16A inh
Cc1ccc(Cn2c(=O)c3ccccc3n3c(CCC(=O)NCCN4CCOCC4)nnc23)cc1	i	i	i	i	i	i	i	i	i	i	i
Cc1ccc(S(=O)(=O)NCC(=O)Nc2ccc(C(F)(F)F)cc2)cc1	i	i	i	i	i	i	i	i	i	i	i
Cc1cc(C(=O)OCC(=O)Nc2ccc(F)c(F)c2F)c(C)o1	i	i	i	i	i	i	i	i	i	i	i
O=C(Nc1ccc(Cl)cc1)Nc1nnc(CSCc2ccc(Cl)cc2)s1	i	i	i	i	i	i	i	i	i	i	i
CC(C)(C)c1ccc(OCCn2nc(C(=O)O)c3ccccc3c2=O)cc1	i	i	i	i	i	i	i	i	i	i	i
COc1cc(-c2nc3ccc(C)cn3c2NCc2ccccc2)ccc1SC1CCCCC1	i	i	i	i	i	i	i	i	i	i	i
COCCCNC(=S)Nc1ccccc1[N+](=O)[O-]	i	i	i	i	i	i	i	i	i	i	i
Cc1ccccc1Cn1cc(S(=O)(=O)CC(=O)Nc2nccs2)c2ccccc21	i	i	i	i	i	i	i	i	i	i	i
O=C(CN1CCC(C(=O)c2ccc3c(c2)OCCO3)CC1)NCc1ccccc1	i	i	i	i	i	i	i	i	i	i	i
O=C(CSc1ccc2nnc(-c3ccccn3)n2n1)Nc1ccc2c(c1)OCCO2	i	i	i	i	i	i	i	i	i	i	i
COc1ccc(OC)c2c(N3CCN(C)CC3)cc(C(F)(F)F)nc12	i	i	i	i	i	i	i	i	i	i	i
COc1ccc(S(=O)(=O)N2CCC(O)(c3ccc(Cl)cc3)CC2)cc1	i	i	i	i	i	i	i	i	i	i	25*
COc1ccccc1C(=O)CSc1n[nH]c(N)n1	i	i	i	i	i	i	i	i	i	i	i
O=C(O)c1ccc(OC(F)(F)C(F)C(F)(F)F)cc1 (stereo not given)	i	i	i	i	i	i	i	i	i	i	i
O=S(=O)(NCc1cccnc1)c1cc(Cl)ccc1Cl	i	i	nt	i	i	i	i	i	i	i	i
CCN(c1ccccc1)S(=O)(=O)c1cc(C(=O)Nc2ccc(Br)cc2)ccc1F	i	i	i	i	i	i	i	i	i	i	25*
Cc1nn(CCc2nn[nH]n2)c2nc(C(F)(F)F)cc(C(F)(F)F)c12	i	i	i	i	i	i	i	i	i	i	i
CCOC(=O)c1c(NC(=O)CN2C(=O)NC3(CCC(C)CC3)C2=O)sc(C(=O)N(C)C)c1C (stereo not given)	i	i	i	i	i	i	i	i	i	i	i
Cc1ccc(C(=O)NCC(=O)OCC(=O)/C=C2\N(C)c3ccccc3C2(C)C)cc1C	i	i	i	i	i	i	i	i	i	i	i
O=C(CNS(=O)(=O)c1ccc(F)cc1)N1CCCCCC1	i	i	i	i	i	i	i	i	i	i	i
Cn1c(=O)oc2cc(S(=O)(=O)NCCN3CCN(c4ccccc4F)CC3)ccc21	i	i	i	i	i	i	i	i	i	i	i
Cc1ccc(C(=O)Nc2ncccc2O)o1	i	i	i	i	i	i	i	i	i	i	i
COc1ccc(CNc2nc3nc(C)c(Cl)c(=O)n3[nH]2)cc1OC	i	i	i	i	i	i	-5.9*	i	i	i	i
C/C(=N\NC(=O)c1ccc2c(c1)OCO2)c1ccc(NS(C)(=O)=O)cc1	i	i	i	i	i	i	i	i	i	i	i
COc1cc2[nH]c(-c3ccc(C)cc3)cc(=O)c2cc1OC	i	i	i	i	i	i	i	i	i	i	i
COC(=O)c1c(C)[nH]c(O)c1C=Nc1ccc(Oc2ccccc2)cc1	i	i	i	i	i	i	i	i	i	i	i
CCCCN(C)C(=O)c1cc2cc([N+](=O)[O-])cc(OC)c2oc1=O	i	i	i	i	i	i	i	i	i	i	i
CCC(=O)Nc1ccnc(-c2cccnc2)n1	i	i	nt	i	i	i	i	i	i	i	i
CC(=O)OCC12COC3c4ccccc4OC(C)(CC1C)C3C2C (stereo not given)	i	i	i	i	i	i	i	i	i	i	i
c1csc(Cn2nnnc2CN2CCN(c3nc4ccccc4s3)CC2)c1	i	i	i	i	i	i	i	i	i	i	i
COc1cc(/C=C2/SC(=S)N(Cc3ccccc3)C2=O)ccc1O	i	i	i	11*	i	i	i	6.4*	i	i	i
Nc1nc2n(n1)C(c1ccc(F)cc1)CC(c1ccc(F)cc1)N2 (stereo not given)	i	i	i	i	i	i	i	i	i	i	i
NC(=O)COC(=O)c1ccccc1OCc1ccccc1	i	i	i	i	i	i	i	i	i	i	i
CCOC(=O)C1CCCN(c2cc(=O)n(Cc3ccc(F)cc3)c(=O)[nH]2)C1 (stereo not given)	i	i	i	i	i	i	i	i	i	i	i
CC1=C(C(=O)OCC2CCCO2)C(c2cccc(O)c2)NC(=O)N1 (stereo not given)	i	i	i	i	i	i	i	i	i	i	i
O=C(CN1CCCCC1)Nc1ccc(S(=O)(=O)N2CCCCCC2)cc1	i	i	i	i	i	i	i	i	i	i	i
O=C(Nc1ccc(Br)cc1)c1cc(S(=O)(=O)Nc2ccccn2)ccc1Cl	i	i	i	i	i	i	i	i	i	i	i
C=CCOC(=O)C1=C(C)Nc2nc3ccccc3n2C1c1ccncc1 (stereo not given)	i	i	i	i	i	i	i	i	i	i	i
Cc1cc(Nc2cccc(C(F)(F)F)c2)n2nc(C)nc2n1	i	i	i	i	i	i	i	i	i	i	i
N#Cc1c(Cl)c(Cl)c2nnc(-c3ccc(Br)cc3)n2c1Cl	i	i	i	i	nt	i	i	6*	i	i	i
COc1ccc(/C=C(\NC(=O)c2ccc(Cl)cc2)C(=O)NCCCN2CCOCC2)cc1OC	i	i	i	i	i	i	i	i	i	i	i
CSCCC(=O)N1CCCC(N(C)CCc2ccccc2)C1 (stereo not given)	i	i	i	i	i	i	i	i	i	i	i
CC(C)CC(=O)NC(=S)N(Cc1ccccc1)Cc1ccccc1	i	i	i	i	i	i	i	i	i	i	i
COc1ccc(NS(=O)(=O)c2ccc3oc(=O)c4[nH]c(=O)c(=O)n(C)c4c3c2)cc1	i	i	i	i	i	i	i	i	i	i	i
O=C(OCC(=O)N1CCOCC1)c1ccc2[nH]c3c(c2c1)CCCC3	i	i	i	i	i	i	i	i	i	i	i
Cc1cc(C)nc(-n2nc(C)cc2NC(=O)CN2CCCC(C)C2)n1 (stereo not given)	i	i	i	i	i	i	i	i	i	i	i
COc1ccc(CNC(=O)c2ccccc2SCC(=O)N2CCCC2)cc1OC	i	i	i	i	i	i	i	i	i	i	i
CC(C)(C)C(=O)NC1CC2CCCC(C1)N2C(=O)Nc1ccccc1 (stereo not given)	i	i	i	i	i	i	i	i	i	i	i
CCC(c1nnnn1CCOC)N1CCN(Cc2ccccc2OC)CC1 (stereo not given)	i	i	i	i	nt	i	i	i	i	i	i
CC(=O)OC1CCC2(C)C(COc3ccc4ccc(=O)oc4c3)C(C)(O)CCC2C1(C)C (stereo not given)	i	i	i	i	i	i	i	i	i	i	i
O=C(NCc1cccnc1)c1cc(-c2ccco2)on1	i	i	i	i	i	i	i	i	i	i	i
COc1ccccc1C1C(C(=O)c2ccc(C)o2)=C(O)C(=O)N1c1cc(C)on1 (stereo not given)	i	i	i	i	i	i	i	i	i	i	i
O=C1/C(=C\c2ccc(O)c(O)c2)C(c2ccccc2)=NN1c1ccccc1	nt	i	i	nt	i	i	nt	i	i	i	nt
O=C(Nc1ccccc1)c1ccn[nH]1	i	i	i	i	i	i	i	i	i	i	i
CCn1c(C)c2c(C)nnc(C)c2c1C	i	i	i	i	i	i	i	i	i	i	i
COCCn1c(C)cc(C2=NNC(=Nc3ccccc3F)SC2)c1C	i	i	i	i	i	i	i	i	i	i	i
COc1cccc(N2[C@@H](CC(C)=O)c3cc(C(F)(F)F)ccc3S2(=O)=O)c1	i	i	nt	i	i	i	i	i	i	i	i
Cc1c(S(=O)(=O)Nc2cccc3ccccc23)c(=O)n(C)c(=O)n1C	i	i	i	i	i	i	i	i	i	i	i
Cc1ccc2c(c1)CCCN2C(=O)c1cc2ccccc2oc1=O	i	i	i	i	i	i	i	i	i	i	i
Cc1nn(C)cc1CNC(=O)c1ccccc1Br	i	i	i	i	i	i	i	i	i	i	i

More structures
SMILES	MrgX1 agonist	TRPC4 PAM	TRPC4 inh	MrgX1 PAM	TMEM16A act	TRPC4 act	MrgX1 antag	RGS4 inh	TRPC6 inh	TRPC6 activator	TMEM16A inh
CCCNS(=O)(=O)c1ccc(OC)c(Cl)c1Cl	i	i	i	i	i	i	i	i	i	i	i
O=C(c1ccc(Cl)c(Cl)c1)N(Cc1ccco1)c1ccc(O)cc1	i	i	-7*	i	i	i	i	i	i	i	i
Cc1cccc(C(=O)NCCc2ccccc2)c1	i	i	i	i	i	i	i	i	i	i	i
COc1ccccc1NC(=O)Cn1cnc2sc(C(=O)Nc3cc(OC)c(OC)c(OC)c3)c(C)c2c1=O	i	i	i	i	i	i	i	i	i	i	i
Cc1ccc(C)c(OCC(=O)Nc2ccc(S(=O)(=O)Nc3ccccn3)cc2)c1	i	i	i	i	i	i	i	i	i	i	i
Cc1ccccc1C(=O)OC1OC(=O)C(Cl)=C1N1CCOCC1 (stereo not given)	i	i	i	i	i	i	i	i	i	i	i
O=C(O)c1ccccc1C(=O)NNc1ccc(F)cc1F	i	i	i	i	i	i	i	i	i	i	i
COc1ccc(CN2C(=O)CN(C3CCCCCC3)C(=O)C2c2ccc(OC)c(OC)c2)cc1 (stereo not given)	i	i	i	i	i	i	i	i	i	i	i
